T cell modulator = modulators of CD8 T cell-vesicle binding, primary screen, mouse 2C CD8+ T cells, flow cytometry | calls only at 7 µM | 0.068% of 330,000 active | 2C CD8+ T cell-vesicle binding; stronger effect = lower value;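 active = response, share of CD8 T cells binding vesicles, and their 90th percentile fluorescence all below set limits, cut at about 80% in these data, passing the limit was not always enough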
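Read-out – percent CD8+ FL2 mean versus row control · System – murine 2C transgenic CD8+ T lymphocytes · Times – 1.5 h cell–vesicle binding at 37 °C, then 20 min icy labelling · Control set – naked vesicles low, QL9 vesicles with vehicle high · Detection – cytometric PE anti-B7-1 and Alexa647 anti-CD8 signals after 1% paraformaldehyde fixation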
Hep lipid drop = inhibitors of hepatocyte lipid droplet formation, primary screen, imaging, high-throughput imaging, BODIPY stain | AML12 mouse hepatocytes, oleate lipid droplets | 0.4% of 240,000 active | AID 1656, 2009 | inhibition, % at 6.5 µM;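 active = lipid droplet intensity inhibited by at least 50%, with more than 500 cells counted; inconclusive = wells with under 300 cells, treated as cytotoxic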
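Assay system: AML12 hepatocytes (mouse) / Also added: 100 µM oleic acid challenge / Times: overnight treatment with compound plus oleate / Detection: high-content imaging of BODIPY-stained droplets and DAPI nuclei / Evaluation: % inhibition of lipid droplet signal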
Autophagy HCS = autophagy modulators in MEF cells, primary screen, imaging, high-content, MEF GFP-LC3; MEF GFP-LC3 puncta imaging; test concentration mostly 10 µM; calls only at 10 µM (by protocol); 0.98% of 190,000 active; AID 463193, 2010;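 active = percentage of spot-positive cells more than 3 SD above its plate mean, without a fluorescence outlier flag or 80% toxicity; inconclusive = no clear call, values can overlap the other calls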;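 note: spot-positive cell cutoff set from DMSO-treated cells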
human PMI inhibition = inhibitors of human PMI, primary screen, biochemical, fluorescence intensity, coupled assay (AID 1209) | Mannose-6-phosphate isomerase (Homo sapiens) | one-dose inhibition, % at 20 µM; IC50 in µM for titrated hits | purified PMI enzyme, coupled fluorescence intensity; higher % means a stronger effect | 0.42% of 190,000 active;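 note: plate controls were DMSO vehicle for no effect and wells lacking substrate for full effect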
MT stabilize HCS = microtubule stabilizers in HeLa cells, primary screen, imaging, high-content imaging; HeLa tubulin immunostaining HCS, 24 h; share of cells brighter than vehicle mean+2SD; % tubulin-high responders, % at 10 µM; 0.83% of 200,000 active;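 active = plate Z-score above 3 for both tubulin-high and condensed-nucleus cell shares, with cell loss under 80%, at 10 µM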;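 note: anti alpha tubulin signal scored within the nucleus-defined area of each cell; some results filed as inactive read as strong as hits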
TNAP activation fold = human TNAP enzyme activators, primary screen, biochemical, luminescent, no phosphate acceptor, uHTS (AID 1001); activation fold at 20 µM, or EC50 in µM where a hit was titrated; purified TNAP, luminescent activation assay, no phosphate acceptor; higher activation fold means a stronger effect; 0.03% of 200,000 active; Alkaline phosphatase, tissue-nonspecific isozyme (Homo sapiens); in the data active = activation fold from about 3, or a potency from the dose series; inactive = the rest, 99 in 100 with activation fold below about 1.6; note: many of its hits are not listed in these tables
human PMI inhibitors = human PMI inhibitors, high substrate, primary screen, biochemical, fluorescence intensity, high mannose 6-phosphate (AID 1220) | recombinant PMI enzyme, coupled fluorescence intensity; higher % means a stronger effect | inhibition, % at 20 µM, or IC50 in µM where a hit was titrated | 0.66% of 190,000 active | Mannose-6-phosphate isomerase (Homo sapiens)
bCat nuc transl = modulators of beta-catenin nuclear translocation, primary screen, imaging, HeLa cells, immunofluorescence, high-content; nuclear translocation activity, % at 5 µM; 0.3% of 190,000 active; AID 1665, 2009;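 active = nuclear translocation activity above 50% at 5 µM, with a well cell count of 50 or more; inconclusive = wells under 50 cells across six images, flagged as toxic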;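 note: per-cell ratio of nuclear to cytoplasmic median beta-catenin stain intensity; plate controls were DMSO negative control for no effect and GSK-3 inhibitor IX positive control for full effect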
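System: HeLa cells, endogenous beta-catenin; compound dosing: 5 µM primary single dose, 0.1% DMSO, 0.02–20 µM confirmation series; incubation: 24 h compound exposure at 37°C, 5% CO2; signal: beta-catenin immunofluorescence imaging with DAPI; evaluation: % activation, nuclear-to-cytoplasmic median beta-catenin signal ratio per cell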
Ins promoter up = insulin promoter activators in MIN6 cells, imaging, high-content screening, mouse beta cells. MIN6 insulin promoter-GFP reporter; stronger effect = higher value. z-score at 5 µM. 0.3% of 190,000 active. AID 1625, 2009;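 active = z-score above 3 at 5 µM with at least 500 cells counted in the well; inconclusive = wells under 500 cells, flagged as cytotoxic or low count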
Ins promoter up cell count = second read-out of Ins promoter up, no call of its own (marks repeat the call); cell count; measured here: cytotoxicity, nuclei count;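 total cells summed across four imaged fields per well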
Hep lipid drop cells 6.5 µM = recorded beside Hep lipid drop, whose call it bears; cell count; measured here: cell count, cytotoxicity flag;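 cells counted across two imaged fields per well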
bCat nuc transl cell count 5 µM = also measured in bCat nuc transl; calls as there; cell count; measured here: cell count, cytotoxicity flag
T cell modulator vesicle-bound % = further read-out of T cell modulator, marked with its call; double positive events, %; measured here: CD8+ vesicle-bound cell fraction;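 binding gate set so that unloaded-vesicle control wells show 10% double positive cells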
MT stabilize HCS Hoechst-high % = second read-out of MT stabilize HCS, no call of its own (marks repeat the call); % Hoechst-high responders; measured here: nuclear condensation Hoechst responders;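 share of cells brighter than vehicle mean plus two SD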
MT stabilize HCS cytotoxicity % = second read-out of MT stabilize HCS, no call of its own (marks repeat the call); toxicity, %; measured here: cytotoxicity by cell density;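 0% = mean cell density of plate MIN control wells and 100% = no cells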
Autophagy HCS cell loss 18 h = recorded beside Autophagy HCS, whose call it bears; toxicity, %; measured here: cell loss, nuclei count;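 cell loss after 18 h compound exposure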
Starred values were filed as active, the others as inactive; i = inactive; ? = inconclusive; · = not tested or not shown. Cut-off read from the data, not from the text of the source, unless noted: active = inhibition above about 50%; inactive = the rest.

Every second line gives: Autophagy HCS	MT stabilize HCS	human PMI inhibitors	human PMI inhibition	Autophagy HCS cell loss 18 h	Ins promoter up cell count	bCat nuc transl cell count 5 µM	Hep lipid drop	T cell modulator vesicle-bound %	Hep lipid drop cells 6.5 µM	bCat nuc transl	T cell modulator	TNAP activation fold	Ins promoter up	MT stabilize HCS Hoechst-high %	MT stabilize HCS cytotoxicity %
O=C(/C=C/c1ccccc1)NC1CCS(=O)(=O)C1 (stereo not given)
→ i	1.6	-10%	-10%	30	1331	988	9	47	639	-0.1	i	1.1	-0.18	1.9	1.0
COC(=O)N/N=C/c1c(C)cc(C)cc1C
→ i	3.7	4%	1%	-1	1366	502	4	52	710	3.4	i	1.1	-0.28	3.6	2.2
OC(COc1ccc2c(c1)OCO2)CN1CCc2ccccc2C1 (stereo not given)
→ i	1.7	9%	11%	-7	1426	902	·	60	·	-3.7	i	1.1	-0.12	2.2	8.1
Cc1ccoc1C(=O)N1CCCC(CCC(=O)N2CCN(c3ccccn3)CC2)C1 (stereo not given)
→ i	2.8	1%	-3%	18	·	995	-17	61	701	-0.7	i	1	·	1.6	1.9
CC(C)NCCOCCOc1ccc(Cl)cc1Br
→ i	2.8	-5%	-7%	-4	1516	1026	-4	57	652	-0.2	i	1.1	-0.46	3.3	5.0
CSc1ccc(/C=C/C(=O)OCC(=O)NC(C)C)cc1
→ i	3.2	-8%	0%	-4	1250	975	-12	34	694	-0.8	i	1	0.03	2.5	4.9
O=S(=O)(c1cccc(F)c1)N1CCN(Cc2ccc3c(c2)OCO3)CC1
→ i	1.1	-2%	0%	-6	761	·	-3	55	727	·	i	1.1	-1.4	1.0	11
Cc1cc(C)c(NC(=O)CCCOC(=O)C2=COCCO2)c(C)c1
→ ·	2.1	-6%	-1%	·	1009	638	·	53	·	2.7	i	1.1	0.72	1.0	7.6
COc1cc(CNCCc2ccc(F)cc2)ccc1OCc1ccc(Cl)nc1
→ i	1.5	-12%	-3%	34	·	·	9	26	746	·	i	0.9	·	1.0	10
O=C(O)CSCC(=O)N1CCN(S(=O)(=O)c2ccccc2)CC1
→ i	2.1	-3%	-6%	4	1585	1137	5	4	709	-4.0	i	1.2	0.13	1.8	20
O=S(=O)(c1ccc(F)cc1)N1CCN(C(=S)NCc2ccco2)CC1
→ i	4.9	4%	9%	-2	·	1010	1	45	616	-0.7	i	1	·	3.0	5.0
Cc1ccc(C(=O)CNc2ccc(Br)cc2)cc1
→ i	3.0	-4%	-8%	17	·	·	·	47	·	·	i	0.9	·	1.7	3.6
Cc1cccc(NC(=O)CCNS(=O)(=O)c2cccc3nsnc23)c1
→ i	3.6	0%	3%	2	1265	1076	-11	47	706	-0.7	i	1.1	0.15	1.9	6.3
O=C(c1ccccc1CCc1ccccc1)N1CCOCC1
→ i	4.3	17%	14%	-1	1689	1035	-9	36	635	-0.3	i	1	0.29	2.3	6.2
Cc1cc(C)n2nc[n+](C)c2n1
→ i	3.8	·	73%*	-3	1226	·	-12	39	620	·	i	1.1	0.17	2.4	7.3

(listing goes on)
Every second line gives: Autophagy HCS	MT stabilize HCS	human PMI inhibitors	human PMI inhibition	Autophagy HCS cell loss 18 h	Ins promoter up cell count	bCat nuc transl cell count 5 µM	Hep lipid drop	T cell modulator vesicle-bound %	Hep lipid drop cells 6.5 µM	bCat nuc transl	T cell modulator	TNAP activation fold	Ins promoter up	MT stabilize HCS Hoechst-high %	MT stabilize HCS cytotoxicity %
O=C(COc1ccccc1-c1ccccc1)NCc1ccco1
→ i	2.4	9%	-1%	9	1199	1112	-7	41	663	-1.8	i	1.1	0.58	2.5	5.5
CCn1c(CCNC(=O)c2cccs2)nnc1SCC(=O)NC1CCCCC1
→ i	4.5	9%	8%	2	1079	·	1	21	662	·	i	1.1	-0.72	1.0	2.6
O=C(Oc1ccc(OC(=O)N2CCCCC2)cc1)N1CCCCC1
→ i	2.2	·	·	-5	1119	1488	24	31	665	0.2	i	1.1	-0.25	2.0	6.8
Cc1c(C#N)c(O)n(CCO)c(=O)c1N=Nc1ccccc1
→ ·	·	·	·	·	1061	1338	14	4	742	-0.2	i	·	-0.01	·	·
Cc1noc(C)c1CS(=O)(=O)c1ccc(Br)cc1
→ i	1.6	0%	1%	-6	1656*	1326	·	6	·	-0.6	i	1.1	3.2*	1.0	0.3
CCc1cc(C(=O)COc2ccccc2F)c(O)cc1O
→ i	3.3	14%	26%	4	1189	1056	-7	55	568	-0.1	i	1.1	1.1	2.5	3.6
COc1ccc(OC(=O)c2cn(C)nc2C(F)(F)F)cc1
→ i	2.2	-2%	-4%	-1	984	1137	9	32	816	0.3	i	1.1	-0.36	1.8	10
CC1CCc2nc3ccc(S(=O)(=O)N4CCC(C(=O)N5CCCCCC5)CC4)cc3c(C(=O)O)c2C1 (stereo not given)
→ i	2.3	-13%	-31%	13	1248	1087	16	26	709	0.1	i	1.1	0.02	0.8	8.5
Cc1ccc(SCC2(O)CCN(S(=O)(=O)c3ccc(Cl)cc3)CC2)cc1
→ i	1.8	10%	16%	11	·	1224	-17	30	710	-1.7	i	1.1	?	1.1	2.6
CC1(C)CC(N2CCN(c3ccccc3)CC2)=CC(=[N+]2CCCC2)C1
→ i	4.8	-23%	-24%	10	·	1144	·	6	·	0.1	i	1.2	?	1.7	3.2
O=C(Nc1ccccc1C(=O)OCC(=O)c1c[nH]c2ccccc12)c1ccco1
→ i	3.7	1%	16%	4	1489	936	3	0	639	0.8	i	1.6	0.36	1.9	7.5
CS(=O)(=O)Cc1nc2ccccc2oc1=O
→ i	2.1	24%	12%	18	1525	968	·	43	·	-2.4	i	0.9	-0.67	1.9	11
O=C1CCCN2N=C(SCC(=O)Nc3nc4ccccc4s3)SC2=N1
→ i	3.1	-4%	-2%	19	1586	982	8	24	659	-3.7	i	1.1	0.35	2.3	4.1
CC(=O)Oc1ccc(C(=O)[C@H]2[C@H]3C(=O)N(c4ccc5ccccc5c4)C(=O)[C@H]3[C@@H]3C=CC=NN32)cc1
→ i	5.5	-108%	-57%	-41	1501	1018	-3	51	681	-2.4	i	0.8	-0.78	2.2	5.6
COc1ccc(NS(=O)(=O)c2cccc(N3CC(O)=C(c4ccccc4)C3=N)c2)cc1
→ i	7.9	-12%	-6%	8	1546	1121	26	57	603	-2.6	i	1.1	0.24	1.7	3.3

Next section.
Every second line gives: Autophagy HCS	MT stabilize HCS	human PMI inhibitors	human PMI inhibition	Autophagy HCS cell loss 18 h	Ins promoter up cell count	bCat nuc transl cell count 5 µM	Hep lipid drop	T cell modulator vesicle-bound %	Hep lipid drop cells 6.5 µM	bCat nuc transl	T cell modulator	TNAP activation fold	Ins promoter up	MT stabilize HCS Hoechst-high %	MT stabilize HCS cytotoxicity %
COc1ccc([N+](=O)[O-])cc1N1C(=O)c2cccc3cccc(c23)C1=O
→ i	3.7	7%	8%	-4	1313	885	4	14	645	0.4	i	1.1	0.33	2.0	5.9
CC(=O)/C(C#N)=C1\NC(=O)C(Cc2ccccc2Cl)S1 (stereo not given)
→ i	3.7	-8%	-24%	9	·	1158	-3	39	704	-1.9	i	1.1	·	2.1	11
COC(=O)c1ccc2c(=O)n(CCCCCC(=O)N3CCN(c4ccc(F)cc4)CC3)c(=O)[nH]c2c1
→ i	3.1	-2%	4%	1	1033	·	14	25	765	·	i	1.1	-0.41	2.6	0.1
O/N=C/c1ccc(OCC(O)COc2ccc(/C=N/O)cc2)cc1
→ i	1.4	0%	5%	12	1008	1204	-16	46	756	-0.8	i	1.1	0.18	1.0	7.3
O=[N+]([O-])c1cccc(/C([O-])=C(/C(=S)Nc2ccccc2)[n+]2ccccc2)c1
→ i	1.7	18%	15%	-14	·	888	0	30	587	2.3	i	0.8	·	3.7	12
CC(C)(C)[C@H]1C=C(C(=O)N2CCN(Cc3ccccc3)CC2)O[C@@H](OCCCCO)C1
→ i	3.2	-6%	-10%	-3	1232	1145	-2	25	732	-2.9	i	1.1	0.24	1.3	10
CCOc1cc(/C=N/N2C(=O)NC3(CCCCC3)C2=O)cc(Br)c1O
→ i	6.5	4%	-1%	20	1183	1087	6	13	651	6.0	i	1.1	0	2.0	3.8
CC(C)Cc1nnc(NC(=O)CCc2c[nH]c3ccccc23)s1
→ i	2.8	2%	14%	4	1345	1109	5	44	672	0.3	i	1.1	-0.46	2.6	9.9
COc1ccc(Cl)cc1NC(=O)CCN1CCN(c2ccccc2C)CC1
→ i	4.9	10%	14%	-6	618	1398	·	·	·	3.3	·	1.1	-2	2.0	9.6
CC(=O)Nc1ccccc1NC(=O)CN(C)S(=O)(=O)c1ccc(C)cc1
→ i	2.1	1%	3%	-4	·	·	8	61	818	·	i	1.1	·	2.6	8.9
Cc1ccc(-c2nnn(C/C(N)=N/O)n2)cc1
→ i	1.3	·	·	10	1336	1598	23	58	737	-0.4	i	1.1	0.71	1.7	10
Fc1ccc(Nc2nc(-c3ccncc3)cs2)cc1
→ i	2.5	-9%	-13%	3	1227	1075	6	50	659	2.3	i	1.2	-1.6	2.3	6.2
CCOC(=O)c1cccc(NC(=O)C2(S(=O)(=O)c3ccc(C)cc3)CC2)c1
→ i	1.9	0%	12%	8	1354	968	-28	2	641	-2.2	i	1.2	-0.32	1.7	2.5
O=C(O)C1CCCCC1C(=O)N1CCCC1 (stereo not given)
→ i	3.6	-11%	-3%	-1	·	1165	-4	46	661	-1.3	i	1.1	·	1.8	5.2
C=CCNC(=S)NNC(=O)c1ccco1
→ i	1.0	15%	13%	-2	1478	1536	-3	59	643	0.4	i	1.3	0.1	2.0	3.3
